Screens from PubChem BioAssay.
Pf apPOL block = Pf-apPOL DNA polymerase inhibition. 0.25% of 210,000 active. Recombinant Pf-apPOL, molecular beacon fluorescence, 1.5 h. inhibition, % at 10 µM
mHTT-CaM PPI inh = mHTT-calmodulin interaction abrogation; inhibition, % at 15 µM; AlphaScreen His-mHTT/GST-CaM binding, luminescence; 3.6% of 190,000 active; AID 1671202;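 further: 0% = both proteins with DMSO and 100% = one protein alone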
The depositor's hits bear a star; . = no result given; & = joins results of further samples; ! = not active in a repeat. No stated cut-off is given here; in the data, active means inhibition above about 50%; inactive means the rest.

SMILES | Pf apPOL block | mHTT-CaM PPI inh
Cc1ccc(CNC(=O)C2CCN(c3nc(C)nc4csc(C)c34)CC2)cc1 | -2.4 | 30.1
CCCC(=O)c1ccc2c(c1)OCCO2 | -4.2 | -14.7
Cc1cccc(CNc2nc3ccncc3n(C(C)C)c2=O)c1 | -7.2 | 7.3
CN(C)c1ncncc1N1CCC(C(=O)N2CCN(c3ccc(F)cc3)CC2)CC1 | -4.7 | 26.4
Cc1nc(-c2cccs2)sc1NC(=O)Nc1ccc(Cl)cc1 | -3.0 | .
Cc1ccc(CNC(=O)N2CCCC2c2cccc(C)c2)cc1 (stereo not drawn) | -2.4 | -8.9
CC1(C)Cc2c(sc3nc(SCC#N)n(C4CCCCC4)c(=O)c23)CO1 | -25.4 | 3.0
N#Cc1ccc(C(=O)Nc2nc3ccc4ccccc4c3s2)cc1 | 1.6 | -1.9
NCCCCNC(=O)c1c(O)c2cccc3c2n(c1=O)CC3 | -3.5 | 47.0
Cc1ccc(CN2C(=O)Cn3cccc3C2C(=O)NC2CCCCC2)cc1 (stereo not drawn) | 8.0 | -7.1
O=S(=O)(Cc1ccccc1)N1CCC(n2c(-c3ccoc3)nc3cccnc32)C1 (stereo not drawn) | -3.1 | 9.2
Cc1c(C(=O)N2CCN(c3ccc([N+](=O)[O-])cc3Cl)CC2)oc2ccccc12 | -5.1 | 5.0
COc1cc(CO)ccc1OCc1ccc(Cl)cc1 | -0.9&-11.1 | 1.0&-3.4
CCC(=O)N1CCc2sc(S(=O)(=O)Nc3cc(OC)ccc3OC)cc2C1 | -3.7 | 21.4
CNS(=O)(=O)c1ccc(Oc2ccc(S(=O)(=O)NC)cc2)cc1 | -4.9 | -2.2
Cc1noc(COC2CCCN(C(=O)c3n[nH]c4ccccc34)C2)n1 (stereo not drawn) | -2.2 | -8.2
CSc1ccc(/C=C2\Cc3ccccc3C2=O)cc1 | -3.1 | -2.0
O=C(/C=C/c1ccc2c(c1)OCO2)Nc1c2c(nn1-c1ccc([N+](=O)[O-])cc1)CSC2 | -1.6 | 37.0
COc1ccc(CN2Cc3ccccc3Oc3ccc(Cl)cc3S2(=O)=O)cc1 | -1.7 | -17.3
Cc1ccc(NS(=O)(=O)c2cc3n(c2)CCCNC3=O)cc1C | 6.4 | 0.8
Cc1cccc(C)c1NC(=O)Cn1c(=O)n(-c2ccc(F)cc2F)c(=O)c2sccc21 | 0.0 | 3.0
CCN(CCNC(=O)C1CCCN(c2cnn(C)c(=O)c2)C1)c1cccc(C)c1 (stereo not drawn) | -0.4 | 5.5
CCc1onc(C)c1C1CCCN1C(=O)Nc1ccc(Br)cc1F (stereo not drawn) | 1.6 | -4.7
O=[N+]([O-])c1cccc(Nc2ncnc3ccccc23)c1 | -6.7 | -0.8
COc1ccc(-c2ncc3c(n2)CCN(C(=O)Nc2ccccc2Br)C3)cc1 | -5.0 | 3.4
CCCNc1cc(N2CCC(CCC(=O)N3CCCCC3)CC2)ncn1 | -11.9 | 1.9
CC=CC(=O)NC1CCCC(OC(=O)Nc2ccccc2)C1 (stereo not drawn) | -0.3 | -4.9
CC(C)CNC(=O)N1CCc2nc(-c3ccc(F)cc3)ncc2C1 | 3.3 | -12.8
CCc1ccc(NC(=O)c2ccc(CN3CCOCC3)cc2)cc1 | 9.6 | 3.1
CC(c1ccncc1)N(CCN(C)C)C(=O)Nc1ccccc1 (stereo not drawn) | -15.6 | -6.0
Cc1ccc(S(=O)(=O)CC2CC2(Cl)Cl)cc1 (stereo not drawn) | -2.2 | -5.0
Cc1c(Nc2ncnc(N)c2[N+](=O)[O-])c(=O)n(-c2ccccc2)n1C | -5.3 | -3.0
CC(=O)c1ccc(Sc2ccccc2)cc1 | -2.8 | .
Cc1ccc(NC(=O)NN(C)C)cc1NC(=O)NN(C)C | 1.7 | .
O=C(Nc1ccc2c(c1)OCO2)C(=O)NC1CC1 | 4.1 | -3.5&-1.8
Cc1cc(NC(=O)CSc2nc3sc(C)c(C)c3c(=O)n2-c2ccccc2)no1 | -5.5 | -15.1
C[C@@H](CSc1ccc(Br)cc1)CN1CC[C@H](NC(=O)OCc2ccccc2)CCC1=O | -6.4 | 41.5
Cc1cc(NC(=O)CSc2nc(-c3ccccc3)cc(-c3ccccc3)n2)no1 | -5.3 | 3.3
Cc1cc(C)c(S(=O)(=O)N2CCCC2=O)c(C)c1 | -12.0 | -11.1
CC(C)(C)OC(=O)N1CCCN(C(=O)c2cccs2)CC1 | -1.7 | .
CC1CC(C)CN(S(=O)(=O)c2ccc(F)c(C(=O)Nc3ccc(Cl)cc3Cl)c2)C1 (stereo not drawn) | -5.9 | -11.0
CC(O)(C#CC(O)(c1ccc(F)cc1)c1ccc(F)cc1)C1CC1 (stereo not drawn) | 2.4 | -4.0
CCOC(=O)C(C#N)Cc1c(C)c(C)c(C)c(C)c1C (stereo not drawn) | 4.3 | .
C#CCSc1n[nH]c(-c2ccc(C(F)(F)F)cc2)n1 | -11.4 | .
O=[N+]([O-])c1ccc(NCCCNS(=O)(=O)c2ccccc2)c(Cl)c1 | -7.6 | 15.7
N#CCSc1nc(NCc2ccco2)c2ccccc2n1 | -1.7 | 20.0
Cc1c(C=NO)c(=O)n(-c2ccccc2)n1C | -5.2&-2.6 | .
O=C(CCN1C(=O)c2ccccc2C1=O)N1CCN(Cc2ccccc2)CC1 | 0.2 | 2.9
O=C(NCCc1ccccc1)C1CCN(c2nccn3nc(-c4cccs4)cc23)CC1 | 5.0 | 40.4
O=C(Nc1ccc(S(=O)(=O)Nc2ccc(F)cc2)cc1)c1ccccc1Br | -2.2 | 6.7
COc1cccc(C=C2Oc3c(CN4CCCC4)c(O)cc(C)c3C2=O)c1 | -1.3 | 15.6
O=C(Cc1ccccc1)Nc1cccc(NC(=O)c2cccs2)c1 | 1.0 | -0.8
COc1ccc(F)cc1S(=O)(=O)N1CCC(c2nc3ccncc3n2CC(C)C)C1 (stereo not drawn) | 1.2 | 20.8
CCCC1c2cccn2CCN1C(=O)Nc1ccccc1OCC (stereo not drawn) | -2.5 | 40.9
CCC(=O)Nc1cccnc1-c1ccc(C(=O)NCc2cccc(C)c2)cc1 | -1.3 | 2.3
C=C(C)CN1CCN(C(=O)C(C)N2C(=O)c3ccccc3C2=O)CC1 (stereo not drawn) | -0.6 | 0.0
O=C(CSc1nc2ccsc2c(=O)n1-c1ccc(F)cc1)NC1CCCC1 | 3.2 | 7.0
CC[C@@H](CO)Nc1cccc2c1S(=O)(=O)N(Cc1cn(Cc3ccc(Cl)cc3)nn1)Cc1ccccc1O2 | -4.3 | 11.1
OCCCNc1ncnc2scc(-c3ccc(Cl)cc3)c12 | -4.4 | -0.1
COc1ccc(C2=NN(C(C)=O)C(c3ccc([N+](=O)[O-])cc3)C2)cc1 (stereo not drawn) | -2.8 | 15.0
The listing continues.
SMILES | Pf apPOL block | mHTT-CaM PPI inh
CCCCCC(=O)N1C[C@H](n2cc(COC(=O)c3ccccc3)nn2)[C@@H](O)C[C@@H]1c1ccc(Cl)cc1 | 3.9 | 26.0
COc1ccc(Oc2ccc(N)cc2)cc1 | -5.4 | 21.5
CC=Cc1ccc(OC2OC(CO)C(O)C(O)C2NC(C)=O)c(OC)c1 (stereo not drawn) | -10.4 | -6.6
C=CCN1c2ccccc2C(=O)C(C)S1(=O)=O (stereo not drawn) | -1.5&-0.6 | 6.5&32.7
NC(=O)c1c(NC(=O)Cn2cnc([N+](=O)[O-])n2)sc2c1CCC2 | -2.5 | 4.0
Cc1cc(C)n2nc(SCc3c(F)cccc3Cl)nc2n1 | -8.0 | 14.0
CC1CC(C(F)(F)C(F)(F)F)n2nc(C(=O)O)cc2N1 (stereo not drawn) | . | 4.4
O=S(=O)(Nc1ccccc1Cl)c1ccccc1Cl | -1.7 | -10.4
COc1cc(Nc2nc(C)nc3sc(C)cc23)cc(OC)c1OC | -9.8 | 20.0
COc1ccc(N2CCN(C(=O)c3sc4cc(Cl)ccc4c3Cl)CC2)cc1 | 4.6 | 0.6
O=[N+]([O-])c1ccc(S(=O)Nc2ccc(O)cc2)cc1 (stereo not drawn) | . | 0.6
COc1cc(-c2nc3sc(-c4cc(OC)c(O)c(OC)c4)nc3s2)cc(OC)c1O | . | 30.0
Cc1ccc(-c2ccc(C=O)o2)c([N+](=O)[O-])c1 | -55.0 | 39.1
O=C(NCCC1CCCCN1S(=O)(=O)c1ccccc1)C(=O)NCc1ccccn1 (stereo not drawn) | -1.1 | -13.6
Cc1ccc(-c2c3c(nc4sc(C(N)=O)c(N)c24)CCCC3)o1 | -5.3 | 36.0
COc1ccccc1N1CCN(S(=O)(=O)c2cc3c(s2)CCN(C(C)=O)C3)CC1 | -1.2 | 33.4
N#CNC1=Nc2ccccc2CCC1 | -3.2 | -9.5
CC1=C(C(=O)Nc2cccc(Cl)c2)C(c2ccc([N+](=O)[O-])cc2)NC(=O)N1 (stereo not drawn) | -0.7 | 3.4
CCCN1CCC(=O)N(CCN=[N+]=[N-])CC1 | -4.8 | -8.6
Cc1cc(C)cc(C(=O)N2CCCC(C(=O)Nc3ccc(F)cc3C)C2)c1 (stereo not drawn) | 1.2 | -1.4
CCOC(=O)C1C(=O)C=C(c2ccc(F)cc2)CC1c1ccc(F)cc1 (stereo not drawn) | -2.3 | -8.4
O=C(NC1CCCCC1)c1cc(S(=O)(=O)N2CCC3(CC2)OCCO3)ccc1F | 0.8 | 1.0
O=C1OC(c2cc([N+](=O)[O-])ccc2Cl)=N/C1=C\c1cccc(F)c1 | -3.8 | -4.0
Cc1cc2c(cc1C)NC(CC(=O)Nc1ccc(N3CCOCC3)cc1)C(=O)N2 (stereo not drawn) | -0.3&-24.3 | 56.6*!

An excerpt of these results, with two lines to a compound.
The line under a structure holds: Pf apPOL block | mHTT-CaM PPI inh
CC1=C(C(=O)Nc2cccc(Cl)c2)C(c2ccc([N+](=O)[O-])cc2)NC(=O)N1 (stereo not drawn)
  -0.7 | 3.4
CCCN1CCC(=O)N(CCN=[N+]=[N-])CC1
  -4.8 | -8.6
Cc1cc(C)cc(C(=O)N2CCCC(C(=O)Nc3ccc(F)cc3C)C2)c1 (stereo not drawn)
  1.2 | -1.4
CCOC(=O)C1C(=O)C=C(c2ccc(F)cc2)CC1c1ccc(F)cc1 (stereo not drawn)
  -2.3 | -8.4
O=C(NC1CCCCC1)c1cc(S(=O)(=O)N2CCC3(CC2)OCCO3)ccc1F
  0.8 | 1.0
O=C1OC(c2cc([N+](=O)[O-])ccc2Cl)=N/C1=C\c1cccc(F)c1
  -3.8 | -4.0
Cc1cc2c(cc1C)NC(CC(=O)Nc1ccc(N3CCOCC3)cc1)C(=O)N2 (stereo not drawn)
  -0.3&-24.3 | 56.6*!

(listing goes on)
SMILES | Pf apPOL block | mHTT-CaM PPI inh
CC(C)NC(=O)N1CCCC(c2cccc(C(=O)NCc3ccc(Cl)cc3)c2)C1 (stereo not drawn) | -3.7 | 2.2
CCc1cc(C2CCCN2C(=O)c2cc(C)no2)on1 (stereo not drawn) | -0.5 | -7.3
Cn1c(=O)c2c(-c3ccccc3)n(C3CCCCC3)cc2n(C)c1=O | -4.9 | 2.0
O=C(Nc1nccs1)C1CCN(C(=O)NCc2cccs2)CC1 | -5.6 | -5.9
COc1ccccc1CC(=O)Nc1cccc([N+](=O)[O-])c1 | -1.9 | -0.4
Cc1ccc(C(=O)Nc2c3c(nn2-c2ccc(Cl)cc2)CS(=O)(=O)C3)cc1[N+](=O)[O-] | 8.5 | 36.0
C=CCc1cc(Cl)ccc1OCCNCCO | 1.9 | -3.8
Cc1cc(C)nc(NS(=O)(=O)c2ccc(N3C(=O)C4=C(SCCS4)C3=O)cc2)n1 | -2.4 | .
Clc1ccc(C2Nc3ccccc3O2)cc1 (stereo not drawn) | 14.4 | .
CC(C)(C)c1cc(NC(=O)Nc2ccccc2OC(F)(F)F)no1 | -0.2 | .
CN1C(=O)C(CC(=O)NCc2ccncc2)Sc2ncccc21 (stereo not drawn) | -6.0 | -6.7
N#Cc1c(SCC(=O)NC2CC2)sc2c(O)cc(=O)[nH]c12 | . | -3.9
O=C(NC1CCS(=O)(=O)C1)c1cc2n(n1)CCCN(Cc1ccc(F)cc1)C2=O (stereo not drawn) | 3.0 | -4.6

Filtered by structure, the entries above containing a tert-butyl group (two)
SMILES | Pf apPOL block | mHTT-CaM PPI inh
CC(C)(C)OC(=O)N1CCCN(C(=O)c2cccs2)CC1 | -1.7 | .
CC(C)(C)c1cc(NC(=O)Nc2ccccc2OC(F)(F)F)no1 | -0.2 | .
